# ASM inhibitor: Inhibitors of Secretory Acid Sphingomyelinase (S-ASM): qHTS; Potency, µM (titrated, usually from 57.5 µM), for inactives: at the top dose activity change, negative = inhibition, actives largely listed as inhibitors; 340,000 compounds, 0.006% hits; AID 504937, 2011; Sphingomyelin phosphodiesterase (Homo sapiens), P17405; placental ASM, HMU-PC fluorogenic substrate, 60 min; also: potency is read from the fitted curve at half-maximal effect
# Target sequence (P17405 47-631 limits assumed): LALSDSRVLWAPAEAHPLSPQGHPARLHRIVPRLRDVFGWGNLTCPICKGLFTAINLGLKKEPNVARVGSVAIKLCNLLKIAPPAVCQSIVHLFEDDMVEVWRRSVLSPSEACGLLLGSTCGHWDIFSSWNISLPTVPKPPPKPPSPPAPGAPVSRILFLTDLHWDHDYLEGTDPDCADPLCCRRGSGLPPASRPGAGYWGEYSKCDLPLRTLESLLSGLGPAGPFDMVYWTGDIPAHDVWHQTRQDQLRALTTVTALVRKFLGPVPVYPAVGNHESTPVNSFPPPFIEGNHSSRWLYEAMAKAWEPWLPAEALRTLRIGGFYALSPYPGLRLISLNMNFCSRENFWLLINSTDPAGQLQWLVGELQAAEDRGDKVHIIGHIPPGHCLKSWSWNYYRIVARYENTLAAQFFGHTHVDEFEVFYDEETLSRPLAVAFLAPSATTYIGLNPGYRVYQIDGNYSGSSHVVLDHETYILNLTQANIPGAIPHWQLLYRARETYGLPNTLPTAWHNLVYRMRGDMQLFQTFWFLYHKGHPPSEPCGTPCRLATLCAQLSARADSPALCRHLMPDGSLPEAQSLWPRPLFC
#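 Fluorescence read-out (Ex 386 nm, Em 447 nm) after stopping the reaction at pH 10. Enzyme: ASM from human placenta; substrate HMU-PC0, 9 uM final; 60 min, 37 °C. Compound preincubation 10 min, ambient temperature.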
# AT treatment: qHTS Assay for Identifying a Potential Treatment of Ataxia-Telangiectasia. AID 485349, 2010. 320,000 compounds, 0.19% hits. […] A-T fibroblasts, KAP-1 phosphorylation AlphaLISA; neocarzinostatin DNA damage 30 min before lysis. Potency, µM (doses to about 57.5 µM), for inactives: at the highest dose activation, usual class: activators; also: potency is read from the fitted curve at half-maximal effect; % of control where 0% means no effect; nearly all actives have a fitted effect of over 45% in size
#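 ATM-like activity read as KAP-1 phosphorylation via AlphaLISA donor/acceptor antibody pairs after lysis and 6 hr at 25C. Cells were ATM-null patient fibroblasts ([…], hTERT), dosed 60 min, then exposed to the DSB inducer NCS for 30 min.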
# Menin MLL FP TR: qHTS Assay for Inhibitors Targeting the Menin-MLL Interaction in MLL Related Leukemias: Competition With Texas Red Labeled MLL-derived Mutant Peptide. Menin + Texas Red MLL mutant peptide, fluorescence polarization. Potency, µM (titrated, usually from 61.6 µM), without a hit: top-dose FP activity change, negative = inhibition, usual class: inhibitors. 270,000 compounds, 0.23% hits. O00255. AID 1768, 2009; active = well fitted inhibition curve with a large enough effect in the polarisation, with a control signal flat, not every such curve was filed as active; inconclusive = small, poorly fitted or top-dose-only effect, or effect the other way, or a change in a side signal; inactive = no such curve, though single readings can be large or run the other way; the % refers to the polarisation; also: potency is read from the fitted curve at half-maximal effect; % of control where 0% means no effect; many of its hits are not listed in these tables
# PTAP TSG101 blk: qHTS Assay for Iinhibitors of HIV-1 Budding by Blocking the Interaction of PTAP/TSG101; Tumor susceptibility gene 101 protein (Homo sapiens), Q99816; Fluorescence polarization, FITC-PTAP peptide / Tsg101 binding; Potency, µM (top dose mostly 115 µM), without a hit: at the top dose activity change, negative = inhibition, hits mostly inhibitors; 340,000 tested, under 10 active; AID 493005, 2010; active = well fitted inhibition curve with a large enough effect in the main read-out, with a control signal flat, not every such curve was filed as active; inconclusive = small, poorly fitted or top-dose-only effect, or effect the other way, or a change in a side signal; inactive = no such curve, though single readings can be large or run the other way; also: potency is read from the fitted curve at half-maximal effect; % of control where 0% means no effect
# Target sequence (Q99816 whole entry, looked up): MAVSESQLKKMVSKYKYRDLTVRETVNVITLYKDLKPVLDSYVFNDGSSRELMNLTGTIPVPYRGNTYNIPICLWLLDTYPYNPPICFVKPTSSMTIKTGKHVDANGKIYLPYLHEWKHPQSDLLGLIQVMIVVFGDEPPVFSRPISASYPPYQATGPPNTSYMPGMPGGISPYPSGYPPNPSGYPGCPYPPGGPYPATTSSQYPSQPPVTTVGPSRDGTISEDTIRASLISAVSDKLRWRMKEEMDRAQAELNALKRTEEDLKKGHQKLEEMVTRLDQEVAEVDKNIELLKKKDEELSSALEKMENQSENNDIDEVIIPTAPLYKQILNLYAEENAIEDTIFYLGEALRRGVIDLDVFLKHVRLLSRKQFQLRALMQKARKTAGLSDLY
#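 Steps: Tsg101 binding domain dispensed (10 uM final), compounds pinned in DMSO, FITC-labeled PTAP-motif peptide added (50 nM final); after 20 min binding at room temperature, polarization measured.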
# Integrin act MD: qHTS for Activators of Integrin-Mediated Alleviation for Muscular Dystrophy; alpha7betagal myoblasts, beta-gal FDG fluorescence, 48 h; Potency, µM (titrated, usually from 38.3 µM), without a hit: at the highest dose activation, hits mostly activators; 350,000 compounds, 0.064% hits;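 also: potency is read from the fitted curve at half-maximal effect; 100% = response of the positive control SU9516; nearly all actives have a fitted effect of over 60% in size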
#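 Alpha7betagal+/- myoblasts (passage 13) were plated 16-24 hr, then exposed to compounds (1:260 dilution of DMSO stock) for 48 hours at 37C. After MPER lysis, β-galactosidase reporter activity was read as FDG fluorescence (ex 480/em 540) after 30 minutes.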
# TCR activator: Activators of T cell receptors: qHTS campaign; primary human leukocytes, anti-CD3, IL-2 HTRF, 48 h; Potency, µM (top dose mostly 9.22 µM), for the others: at the top dose activation of IL-2 secretion, most hits filed as activators; 330,000 tested, under 10 active; AID 504894, 2011; also: % of control where 0% means no effect
#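 Human primary leukocytes + a-CD3 beads + cpd, 48 hr; IL-2 in supernatant by HTRF (ex 320nm / em 665nm). No co-stimulatory signal supplied.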
# CXXC DNA block: qHTS Fluorescence Polarization Assay for Inhibitors of MLL CXXC domain - DNA interaction | Histone-lysine N-methyltransferase 2A (Homo sapiens), Q03164 | MLL-CXXC / FITC-HOXA9 DNA fluorescence polarization | Potency, µM (highest dose often 115 µM), for the others: at the top dose activity change, negative = inhibition, most hits filed as inhibitors | 290,000 compounds, 0.037% hits; active = well fitted inhibition curve with a large enough effect in the polarisation, with a control signal flat, not every such curve was filed as active; inconclusive = small, poorly fitted or top-dose-only effect, or effect the other way, or a change in a side signal; inactive = no such curve, though single readings can be large or run the other way; the % refers to the polarisation; also: potency is read from the fitted curve at half-maximal effect
#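 Steps: dispense CXXC domain solution (7 uM) → pin compounds or unlabeled HOX-A9 DNA control → 5 min ambient → add FLSN-HOX-A9 solution (50 nM) → spin → 30 min ambient → fluorescence polarization. Tris pH 7.5/NaCl/DTT/BSA buffer.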
# TSHR antag: Antagonists of the Thyroid Stimulating Hormone Receptor: HTS campaign; Thyrotropin receptor (Homo sapiens), P16473; TSHR-expressing cells, TSH-stimulated cAMP HTRF, 2 h; hits give low values; activity change, negative = inhibition, % at 11.5 µM; 330,000 compounds, 0.2% hits;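 active = activity change below a set negative limit, meaning inhibition stronger than a set level, cut at about -70% in these data; inconclusive = activity change between two set negative limits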; also: % is scaled to controls: 0 for no effect and ±100 for the full control effect
#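 Freshly harvested TSHR cells receive pin-tooled compound, then EC80 TSH at 4nM final. After 2 hours at 37 deg C, antibody in lysis buffer and cAMP-d2 are added; 30 minutes at ambient temperature precede the HTRF read.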
# Mito fusion act: qHTS Assay for Small Molecule Inhibitors of Mitochondrial Division or Activators of Mitochondrial Fusion; S. cerevisiae fusion-defective mutant growth rescue, CellTiterGlo 48 h; Potency, µM (series often up to 46.1 µM), for the others: top-dose growth rescue (activation), actives largely listed as activators; 320,000 compounds, 0.23% hits;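 also: potency is read from the fitted curve at half-maximal effect; % of control where 0% means no effect; nearly all actives have a fitted effect of over 45% in size; temperature-sensitive fusion mutants such as fzo1-1 at 37 °C on non-fermentable ethanol glycerol medium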
#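 Luminescent cell viability in 1536-well qHTS format served as the measure of rescued growth in ts fusion-mutant S. cerevisiae cultured on non-fermentable YPEG for 48 hours at 37C.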
# MBNL1-CUG inh: qHTS Assay for Inhibitors of MBNL1-poly(CUG) RNA binding | Muscleblind-like protein 1 (Homo sapiens), Q9NR56 | TR-FRET MBNL1-His/biotin-(CUG)12 binding, 665/545 ratio | Potency, µM (highest dose often 57.5 µM), without a hit: top-dose activity change, negative = inhibition, usual class: inhibitors | 280,000 compounds, 0.036% hits | AID 2675, 2010; active = well fitted inhibition curve with a large enough effect in the signal ratio, with a control signal flat, not every such curve was filed as active; inconclusive = small, poorly fitted or top-dose-only effect, or effect the other way, or a change in a side signal; inactive = no such curve, though single readings can be large or run the other way; the % refers to the signal ratio; also: potency is read from the fitted curve at half-maximal effect; % is scaled to controls: 0 for no effect and ±100 for the full control effect
#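 Ratiometric TR-FRET (665 over 545 nm, excitation 340 nm) tracks disruption of MBNL1-His/biotin-(CUG)12 complex after 60 min at room temperature, with compounds at 92 nM to 58 uM final.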
# An asterisk follows results filed as active; ? = inconclusive; · = no result given; [ ] = remark or other dose. Unless noted, calls follow the shape of the dose curve; as a rule, active = well fitted curve in the direction sought with a large enough effect; inconclusive = small, poorly fitted or top-dose-only effect, or another doubt; inactive = no such curve, though single readings can be large; an effect the other way counts as inactive or inconclusive.
SMILES,ASM inhibitor,AT treatment,Menin MLL FP TR,PTAP TSG101 blk,Integrin act MD,TCR activator,CXXC DNA block,TSHR antag,Mito fusion act,MBNL1-CUG inh
O=c1[nH]c2cccnc2n1-c1cccc([N+](=O)[O-])c1,-1.3%,24.2%,·,1.4%,0.1%,-0.3%,-1.7%,-3.5,-1.0%,?
Cc1ccc(-n2c(=S)[nH]c3nc4c(cc3c2=O)COC(C)(C)C4)cc1,7.0%,1.0%,0.4%,-0.8%,1.1%,-0.9%[46.1 µM],0.9%,-5.9,-8.2%,-1.4%
O=C(CO/N=C/c1c(Cl)cccc1Cl)NNC(=O)c1ccc(Cl)cc1,3.2%,-6.1%,·,-0.3%,-7.2%,-3.8%,-3.6%,0.9,-25.4%,1.0%
Cc1ccc(NC(=O)Nc2cccc(F)c2)nc1,2.1%,-5.6%,-11.6%,0.5%,19.9%,-0.5%,20.0%,0.7,-3.1%,-9.1%
O=C(NN=Cc1c(O)ccc2ccccc12)C1CC1,40.6%,·,·,-4.4%,-13.6%,-3.7%,·,·,·,·
COCC1CCCCN1C(=O)c1ccc(OC2CCN(CCc3ccccc3)CC2)cc1 (centres undefined),-0.2%,5.3%,-10.7%,-5.1%,-18.7%,1.6%,12.7%,6.9,-7.8%,-8.2%
COc1cc(C(=O)Oc2c(CN3CCOCC3)cc(Cl)c3cccnc23)cc(OC)c1OC,0.5%,7.9%,-24.6%,-1.8%,-16.8%,11.7%,-2.9%,0.7,-0.6%,15.3%
Cc1cc2nc(C)n(CCCNC(=O)Nc3ccc(F)cc3)c2cc1C,-0.3%,-1.5%,·,-1.0%,-7.0%,14.3%,-1.8%,-11.0,0.0%,-0.8%
CCOc1ccc(CCNC(=O)CN2C(=O)c3cccnc3Oc3ccc(C)cc32)cc1OCC,-1.0%,1.0%,-20.7%,-0.6%,15.4%,-3.1%,·,-7.8,1.0%,13.1%
CC(=C/c1ccc(C(C)C)cc1)/C=N/NC(=O)Cn1nnnc1N,-17.2%,-1.9%,·,-1.6%,3.4%,4.0%,-0.9%,0.9,-3.5%,·
CCOc1cc(NC(=O)c2cccs2)c(OCC)cc1NC(=O)CCC(=O)NCCN1CCOCC1,-3.0%,-2.6%,-9.0%,-4.2%,-29.8%,3.7%,-3.8%,-6.6,5.5%,-0.9%
Cc1cc(C)c2c(=O)[nH]c(SCC(=O)Nc3cccc(S(=O)(=O)N(C)C)c3)nc2n1,-0.9%,2.8%,·,-8.1%,-25.0%,0.9%,·,-2.3,-4.5%,·
O=C(Nc1sc2c(c1C(=O)O)CCCC2)c1cccc(Cl)c1,12.8%,-9.6%,?,-9.4%,3.7%,9.0%,-5.4%,-26.3,32.8%,-2.7%
[O-]/C(=C(\C(=S)Nc1cccc2ccccc12)[n+]1ccccc1)c1ccc2c(c1)OCCO2,-1.0%,·,?,-5.3%,-47.6%[inhibitor],-6.2%,-6.6%,·,-2.2%,16.3%
CCOC(=O)[C@H]1[C@H]2COc3ccc(OC)cc3[C@@H]2N2C(=O)c3cc(C)ccc3NC(=O)[C@@]12C,-4.5%,4.0%,·,-2.2%,0.9%,0.0%,·,-6.1,8.3%,·
O=C(c1ccc(=O)[nH]c1)N1CCN(S(=O)(=O)c2ccccc2)CC1,-0.5%,6.0%,·,5.2%,20.5%,7.9%,-2.9%,-12.0,3.3%,-7.5%
COc1ccc(-c2sc3ccccc3c2/C=C/c2ccc(N)cc2)cc1,58.7%[activator],7.4%,·,·,39.1%,-0.2%,·,-9.3,·,·
Cc1ccc(NC2CCCN(C(=O)c3ccc(C)c(N4CCNC4=O)c3)C2)cc1C (centres undefined),6.2%,-5.6%,·,-1.6%,15.2%,3.8%,-5.7%,-9.0,0.0%,38.8%[activator]
Cc1ccc(C(=O)NC(=S)Nc2ccc(-c3ccc(CO)o3)cc2)cc1,-2.1%,3.2%,?,-5.5%,0.0%,-3.9%,-9.6%,-11.0,8.3%,44.1%[activator]
CCOC(=O)CN1C(=O)C2(OCCCO2)c2ccccc21,-1.6%,0.2%,-4.2%,-1.0%,4.2%,0.5%,2.8%,0.2,2.1%,-1.7%
CC1C(c2ccccc2)N(C)C(c2ccccc2)CC1(O)c1ccccc1 (centres undefined),-0.8%,10µM*,·,-0.1%,-29.1%,-1.0%,-5.5%,16.2,5.5%,-2.0%
Cc1cc(NC(=O)CSc2nnc(CNC(=O)c3ccc(C(C)(C)C)cc3)o2)no1,0.9%,-4.3%,-10.5%,1.5%,28.0%,-0.1%,-2.0%,4.0,0.7%,3.5%
COC(=O)c1cccc(NC(=S)NCc2ccco2)c1,-3.1%,1.2%,21.9%,-0.9%,22.5%,1.7%,2.7%,-0.9,-8.3%,-5.1%
COc1ccccc1C(=O)NNC(=O)C(=O)N1CCCCC1,-0.8%,-2.9%,·,-1.5%,-22.1%,2.2%,-3.2%,14.7,-1.0%,1.3%
COC(=O)C1=C(C(=O)OC)[C@@H]2Nc3ccccc3[C@@]23C[C@@H](C(=O)OC)N(C(=O)c2cccs2)C3=N1,1.5%,·,0.3%[11.7 µM],-5.4%,30.1%,3.4%,·,·,·,·
O=C(N=C1c2ccccc2CN1c1ccc(F)c(Cl)c1)c1cccnc1Cl,·,3.8%,2.9%,·,·,-3.2%[46.1 µM],11.1%,-5.2,25.0%,5.3%
COc1cccc(C(C#N)NCCCNC(C#N)c2cccc(OC)c2OC)c1OC (centres undefined),3.6%,·,·,-0.3%,-24.8%,-4.0%,·,·,·,·
CCOc1ccc(CCNC(=O)COC(=O)c2ccc(OC(C)C)cc2)cc1OCC,-6.0%,0.1%,·,-2.1%,22.5%,7.1%,·,3.1,11.7%,·
CCOC(=O)c1cc2c(=O)n3ccccc3nc2n(Cc2ccco2)c1=NC(=O)c1ccc(OC)cc1OC,·,1.4%,7.7%,0.8%,3.1%,·,-1.4%,-11.1,?,?
COc1ccc(S(=O)(=O)N(C)C[C@H]2Oc3ccc(NC(=O)C4CC4)cc3C(=O)N([C@H](C)CO)C[C@@H]2C)cc1,-4.5%,-2.6%,·,-2.2%,9.0%,-0.9%,·,-11.6,·,·
CC(=O)N[C@@H](C)C(=O)N1CCN(S(=O)(=O)c2ccc(Cl)cc2)CC1,-3.4%,6.3%,-0.8%,1.3%,?,2.9%,1.7%,-4.1,-4.1%,-2.3%
OCCC1CN(Cc2nc3ccccc3s2)CCN1CCc1ccccc1 (centres undefined),9.7%,7.8%,23.1%,2.8%,-9.5%,1.0%,-0.2%,-0.2,-7.8%,-0.7%
CCOc1ccc(NC(=O)Cn2nc(-c3ccccc3Cl)n(CC)c2=S)cc1,-0.5%,21.9%,-5.4%,-1.9%,-33.5%,-8.0%,2.2%,-5.0,-7.3%,-11.5%
CCN1C2=C(C(=O)CCC2)C(c2ccc(O)c(Br)c2)C2=C1CCCC2=O,16.1%,10.3%,11.7%,-11.5%,-10.1%,-3.3%,1.2%,1.3,2.8%,?
COc1ccc(NC(=O)Nc2cccc3cccnc23)cc1,-5.1%,15.1%,9.0%[11.7 µM],-2.9%,27.2%,2.6%,-3.7%,-6.5,0.3%,3.6%
O=S1(=O)c2c(Oc3cccc4ccccc34)cccc2OC(COCc2ccccc2)CN1C1CCCC1 (centres undefined),1.3%,·,·,-4.4%,-14.2%,1.9%,·,·,·,·
CN(C)CCNC(=S)Nc1ccc(-c2nc3ccccc3[nH]2)cc1,3.3%,3.6%,-2.0%,-2.1%,0.0%,1.7%,17.5%,4.1,-14.0%,-5.2%
CCCCNC(=O)c1onc(CSc2ccccc2C)c1C(=O)O,11.3%,8.1%,23.5%,-4.6%,17.9%,2.4%,-18.2%,-16.4,3.7%,-5.9%
O=C1CCC([N+](=O)[O-])C(c2cc3c(cc2Br)OCO3)N1 (centres undefined),3.6%,3.6%,0.2%,1.2%,10.2%,5.3%[46.1 µM],9.8%,1.3,-1.9%,-9.3%

# These rows are one share of the data; the hit share may differ from the screen's.
